ssDAF12 agonist = S. stercoralis DAF-12 nuclear receptor activators, primary screen, cell-based, luminescence, HEK293, GRIP1 co-expression, lit1-tk-luc; 370,000 tested, 1% active; activation, % at 6.8 µM; HEK293 ssDAF-12/GRIP1 lit1-tk-luc reporter; % of 3 µM dafachronic acid response; Nuclear hormone receptor DAF-12 (Strongyloides stercoralis);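 active = activation above the mean over all tested compounds plus 3 SD, cut at about 0.9% in these data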;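 also: 0% = DMSO-only wells and 100% = 3 µM delta7-dafachronic acid wells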
FXN GAA850 act = FXN promoter activators, primary screen, cell-based, luciferase luminescence, HEK293 lucGAA850; AID 540364, 2011; activation, % at 6 µM; HEK293 lucGAA850 FXN promoter luciferase reporter, 24 h; percent of 10 µM SAHA response; 360,000 tested, 0.56% active;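 active = activation above the average of all compounds screened plus 3 SD, cutoff fixed separately per campaign, cut at about 7.5% in these data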;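 also: 0% = DMSO wells and 100% = 10 µM SAHA wells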
proKLK7 act = proKLK7 zymogen activators, primary screen, biochemical, fluorescence intensity | purified proKLK7, EDANS-DABCYL substrate fluorescence; 100% is mature enzyme control, 0% vehicle | activation, % at 7 µM | 370,000 tested, 0.9% active | AID 652039, 2013;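 active = activation above the mean of all tested compounds plus 3 SD, computed per campaign excluding outliers beyond control limits, cut at about 13% in these data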
Target sequence (P49862 whole entry, looked up): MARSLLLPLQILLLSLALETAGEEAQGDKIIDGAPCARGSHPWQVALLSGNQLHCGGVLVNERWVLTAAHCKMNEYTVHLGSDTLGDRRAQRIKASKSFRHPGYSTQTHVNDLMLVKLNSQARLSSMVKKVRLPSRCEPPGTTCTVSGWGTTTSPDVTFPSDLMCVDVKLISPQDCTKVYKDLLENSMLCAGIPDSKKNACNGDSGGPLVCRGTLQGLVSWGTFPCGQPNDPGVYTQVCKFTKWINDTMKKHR
DAX1 inh-1 = DAX1 (NR0B1) inhibitors on StAR promoter, primary screen, cell-based, luminescence, SF-1 (NR5A1), full-length DAX-1; 370,000 tested, 1.1% active; inhibition, % at 6.8 µM; HEK293T StAR-luciferase reporter, SF-1/DAX-1 repression relief; AID 652010, 2013;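 active = inhibition above the mean over all tested compounds plus 3 SD, cut at about 3.6% in these data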;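 also: 0% = DAX-1 cells with DMSO and 100% = cells lacking DAX-1 with DMSO; higher inhibition means more luminescence from relief of DAX-1 repression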
HGIII-sPLA2 inh = human group III sPLA2 inhibitors, primary screen, biochemical, QFRET, BODIPY PC-A2 liposome substrate. Group 3 secretory phospholipase A2 (Homo sapiens), Q9NZ20. QFRET BODIPY PC-A2 liposome hydrolysis, fluorescence. inhibition, % at 12.2 µM. 370,000 tested, 0.56% active;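 active = inhibition above mean plus 3 SD of compounds lying within the high and low control bounds, cut at about 19% in these data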;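 also: 0% = median of test compound wells and 100% = no enzyme DMSO wells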
Target sequence (Q9NZ20 whole entry, looked up): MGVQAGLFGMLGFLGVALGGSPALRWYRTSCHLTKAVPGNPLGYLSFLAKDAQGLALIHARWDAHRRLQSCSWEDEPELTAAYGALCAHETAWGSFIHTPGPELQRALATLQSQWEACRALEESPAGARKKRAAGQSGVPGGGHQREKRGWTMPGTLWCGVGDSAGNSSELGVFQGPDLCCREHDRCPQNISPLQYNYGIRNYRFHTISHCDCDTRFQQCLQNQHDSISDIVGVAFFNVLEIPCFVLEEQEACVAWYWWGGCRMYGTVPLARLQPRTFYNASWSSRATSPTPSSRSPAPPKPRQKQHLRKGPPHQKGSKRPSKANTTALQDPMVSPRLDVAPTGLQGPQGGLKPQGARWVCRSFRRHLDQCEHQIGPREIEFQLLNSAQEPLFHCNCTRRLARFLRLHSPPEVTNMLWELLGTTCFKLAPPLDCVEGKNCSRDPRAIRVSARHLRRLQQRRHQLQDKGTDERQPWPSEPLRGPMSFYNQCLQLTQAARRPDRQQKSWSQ
NPR2 activator = human GC-B receptor activators, primary screen, HEK293 GC-B cells, cGMP TR-FRET, EC30 CNP; Atrial natriuretic peptide receptor 2 (Homo sapiens), P20594; 0% at EC30 CNP, 100% saturating CNP; activation, % at 10 µM; 370,000 tested, 0.11% active; AID 1920062, 2024;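 active = activation at 10 µM reaching about 35% in either raw or pattern-adjusted values, limit read from the data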
SMARCA2 act = SMARCA2 (BRM) function activators, primary screen, cell-based, luminescence, high throughput; MG213 cells, MMTV-luciferase reporter, dexamethasone, overnight; activation, % at 9.1 µM; 370,000 tested, 1% active; in the data active = activation above about 7.8%;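 also: 0% = vehicle wells and 100% = reference activator wells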
NPR1 activator = GC-A stimulated cGMP production enhancers – HEK293 GC-A cells, cGMP TR-FRET, EC30 ANP, primary screen; Atrial natriuretic peptide receptor 1 (Homo sapiens), P16066; 0% at EC30 ANP, 100% saturating ANP; activation, % at 10 µM; 370,000 tested, 0.14% active; AID 1671463, 2021; in the data active = activation above about 40%
hgDAF-12 ag = H. glycines DAF-12 receptor agonists, primary screen, cell-based, luminescence, HEK293, GAL4 fusion, UAS-luciferase | Nuclear hormone receptor DAF-12 (Heterodera glycines), GAL4 fusion | HEK293 GAL4-hgDAF12 UAS-luciferase reporter, agonist luminescence; normalized to butyrate control | activation, % at 6.8 µM | 370,000 tested, 1.8% active;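 active = activation above a cutoff set at the mean of all screened compounds plus 3 SD, cut at about 10% in these data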;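 also: 0% = DMSO wells and 100% = sodium butyrate wells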
hcDAF12 agonist = H. contortus DAF-12 nuclear receptor activators, primary screen, cell-based, luminescence, HEK293, lit1-tk-luc reporter | HEK293 hcDAF-12 lit1-tk-luc reporter; 0% DMSO, 100% Δ7-dafachronic acid | activation, % at 6.8 µM | 370,000 tested, 1.4% active | AID 652067, 2013;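 active = activation above the mean of all tested compounds plus 3 SD, cut at about 5.5% in these data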;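 also: 100% = response to 3 µM Δ7-dafachronic acid high control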
DAX1 inh-2 = DAX1 (NR0B1) inhibitors, primary screen, cell-based, HEK293, Gal4-DAX1, luciferase luminescence; Nuclear receptor subfamily 0 group B member 1 (Homo sapiens), P51843; inhibition, % at 6.75 µM; AID 504766, 2011; HEK293 Gal4-DAX1 luciferase reporter; 340,000 tested, 0.99% active;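 active = inhibition above the mean over all tested compounds plus 3 SD, cut at about 4.2% in these data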;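 also: 0% = DAX1-transfected cells with DMSO and 100% = empty-vector control cells with DMSO; inhibition shows as a rise in luminescence from relieved DAX1 repression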
Target sequence (P51843 207-470 limits assumed): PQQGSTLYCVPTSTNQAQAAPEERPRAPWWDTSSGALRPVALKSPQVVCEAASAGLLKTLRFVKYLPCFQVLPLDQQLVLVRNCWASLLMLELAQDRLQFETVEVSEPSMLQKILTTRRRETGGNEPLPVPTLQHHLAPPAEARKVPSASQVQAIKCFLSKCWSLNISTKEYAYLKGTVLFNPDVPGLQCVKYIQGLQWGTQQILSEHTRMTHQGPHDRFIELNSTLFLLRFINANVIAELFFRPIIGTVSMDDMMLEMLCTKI
An asterisk follows results filed as active; x = not tested or not shown. Rows are unselected; about 6.7% have a hit in one of these screens.

SMILES | ssDAF12 agonist | FXN GAA850 act | proKLK7 act | DAX1 inh-1 | HGIII-sPLA2 inh | NPR2 activator | SMARCA2 act | NPR1 activator | hgDAF-12 ag | hcDAF12 agonist | DAX1 inh-2
CCOC(=O)c1c(-c2cccc(N)c2)cn2ccccc12 | -0.5 | 0.4 | 0.4 | 0.1 | 8 | 4 | 0 | -1 | 1.0 | -1.1 | 0.5
OCCN1CCSC1=S | -1.1 | -0.9 | 0.5 | 0.3 | -1 | -2 | -1 | 2 | 5.0 | -0.9 | -0.4
CCOc1ncccc1C(=O)NCc1cccc(OC)c1 | -1.4 | 3.1 | -0.6 | 0.1 | -2 | 4 | -1 | 4 | -1.2 | 0.1 | -1.8
Cc1cc(NC(=O)c2cccc([N+](=O)[O-])c2)no1 | -0.8 | -1.4 | 0.5 | -0.3 | 16 | 10 | -6 | -1 | -1.9 | -1.2 | 1.6
N=C1SCC(=O)N1c1ccccc1Cl | -1.4 | 2.2 | -0.4 | -0.2 | 15 | 2 | -3 | 8 | 0.3 | -2.4 | 1.7
Cc1ccc(NC(=O)c2snc3ccc(Cl)cc23)cc1C | 0.1 | 3.6 | -0.3 | 2.2 | -3 | -10 | 7 | -3 | 10 | 6.0* | 1.8
CCOC(=O)c1nnc(-c2ccccc2)nc1Sc1ccccc1Cl | -1.0 | -5.1 | 0.5 | -0.2 | -4 | -12 | 1 | 0 | 2.5 | -0.4 | -0.1
Cc1cc(C(=O)COc2ccc(F)cc2Br)c(C)n1C1CC1 | -0.6 | 3.1 | -0.2 | 1.5 | 3 | -2 | 0 | 5 | 2.5 | 0.0 | 0.4
COc1cc(CC(=O)O)c([N+](=O)[O-])cc1OC | -1.4 | 1.4 | 0.4 | -0.5 | -3 | -3 | 0 | 1 | 1.8 | -1.5 | 1.6
CC(=O)N(Cc1ccccc1)c1ccc(C(=O)O)cc1 | -0.9 | 1.0 | 0.4 | -0.1 | 11 | 5 | -8 | 1 | 4.2 | 0.1 | 0.1
CCN(CC)CCn1c2c(c(SCC(=O)Nc3cc(OC)cc(OC)c3)nc1=O)CCC2 | -0.7 | -0.4 | 0.6 | 0.5 | -4 | -12 | -2 | -6 | -0.2 | -2.1 | 1.2
Cc1cc(C)nc(Nc2ccc(O)cc2)n1 | -1.2 | -0.1 | 0.2 | -0.3 | 4 | -6 | -1 | -1 | -0.6 | -1.2 | 0.4
CCOc1ccc(S(=O)(=O)N2CCN(C(=O)Cc3ccc(S(=O)(=O)N4CCOCC4)s3)CC2)cc1 | -0.5 | 2.4 | -0.2 | -1.4 | -6 | 3 | 0 | 5 | -0.6 | -1.6 | -0.7
COC(=O)c1ccc(C2/C(=C(\O)c3ccc(OC)c(C)c3)C(=O)C(=O)N2c2cc(C)on2)cc1 (stereo unspecified) | -1.0 | -0.9 | -0.4 | 0.4 | -7 | 2 | 0 | 3 | 3.1 | -1.9 | 0.7
Cc1ccc(NC(=O)C(=O)N2CCCC2)cc1Cl | 0.1 | 2.7 | 0.3 | 2.5 | 0 | -1 | 5 | 2 | 15* | 2.1 | 2.7
Cc1ccc(NC(=O)CSCC(=O)Nc2nnc(C3CC3)s2)cc1 | -0.8 | -0.9 | 0.2 | 0.3 | -4 | 0 | 0 | -2 | 0.1 | 0.6 | 0.6
Cc1cc(C)c(C(=O)CSc2nnc(-c3ccccc3Br)o2)cc1C | -0.9 | 2.2 | -0.1 | -0.4 | 9 | -10 | -1 | 3 | 0.1 | -1.1 | 0.7
CC(c1ccco1)N(C(=O)C12CC3CC(CC(C3)C1)C2)c1ccccn1 (stereo unspecified) | -0.8 | 2.2 | 0.0 | 0.5 | -2 | -5 | -1 | 4 | 0.2 | 0.0 | -1.2
OC(c1ccccc1)(c1nc(-c2ccccc2)cs1)C(F)(F)F (stereo unspecified) | -1.3 | 2.0 | -0.3 | 0.2 | -13 | 3 | -2 | 1 | 1.8 | -1.7 | x
COCC(=O)NCC1CCN(C(=O)C(=O)c2cccs2)CC1 | -0.5 | x | 0.1 | 0.1 | 0 | 4 | 1 | 1 | 1.4 | 1.0 | x
COc1ccc(CCNC(=O)COc2ccc(S(=O)(=O)NC(C)C)cc2)cc1OC | -1.6 | 4.1 | 0.2 | -0.4 | 0 | -2 | 3 | -1 | -1.3 | -1.9 | 0.4
CCN(CC)C(=O)[C@H]1CC(CC(=O)NCc2cccc(C(F)(F)F)c2)C(=O)N2CCc3c([nH]c4ccccc34)[C@]12C (stereo partly specified) | -0.5 | -6.3 | -0.5 | -1.1 | -1 | -3 | -4 | -4 | -3.3 | -0.9 | 0.9
CC1(C)CC(=O)C(N=Nc2cccc(F)c2C#N)=C(O)C1 | -0.9 | -1.1 | -0.2 | -0.3 | 0 | 2 | 2 | 4 | -2.0 | 2.2 | -1.6
CC1=NCCN1S(=O)(=O)c1ccccc1[N+](=O)[O-] | -0.7 | 0.9 | 0.7 | 0.0 | 4 | -1 | -4 | 3 | -4.1 | -0.8 | -0.1
Cc1cccc2c1-c1sc(C(=O)Nc3nccs3)cc1CO2 | 0.3 | -1.2 | -263 | 3.3 | -9 | -4 | -2 | -6 | 19* | 1.2 | -0.2
SMILES | ssDAF12 agonist | FXN GAA850 act | proKLK7 act | DAX1 inh-1 | HGIII-sPLA2 inh | NPR2 activator | SMARCA2 act | NPR1 activator | hgDAF-12 ag | hcDAF12 agonist | DAX1 inh-2
COc1ccccc1-c1sc2cc3c(cc2c1-c1ccc(O)cc1)OCO3 | -1.2 | 0.6 | -0.2 | 0.2 | -5 | -1 | 0 | -2 | -1.4 | 0.3 | 0.5
COC(=O)c1c(NC(=O)COC(=O)[C@@H](NS(=O)(=O)c2ccccc2)C(C)C)sc2c1CCC2 | -1.4 | 1.5 | -2.4 | -0.5 | -14 | 1 | -2 | -6 | -2.5 | 1.9 | -1.0
CC(=O)c1cccc(NC(=S)NCc2ccco2)c1 | -1.6 | 0.2 | -0.3 | -1.8 | -4 | 6 | -3 | 5 | -3.4 | -2.3 | -0.6
CN(C)CCN1C(=O)C(=O)/C(=C(/O)c2ccc(F)cc2)C1c1ccccc1F (stereo unspecified) | -1.6 | -1.3 | -0.5 | 0.3 | 4 | 3 | 0 | 2 | 0.8 | 0.0 | 0.9
COc1ccccc1CC(=O)N1CCN(c2cccc(C(F)(F)F)c2)CC1 | -1.5 | 0.7 | 0.6 | -0.4 | -1 | 7 | -7 | -1 | -5.4 | -3.1 | 0.1
CC1(C(=O)NCc2cccc(C(F)(F)F)c2)CCN1Cc1cc2ccccc2o1 (stereo unspecified) | -1.1 | 1.0 | -0.1 | 0.1 | -8 | -1 | -2 | -4 | -0.4 | -1.0 | x
CC(C)OC(=O)CC(=O)CSc1nc(-c2ccc(F)cc2)cc(-c2ccccc2)c1C#N | -1.8 | 1.6 | -5.0 | 0.3 | -2 | 3 | 1 | 4 | -0.4 | 0.1 | 2.1
CCOc1nc(C)ccc1-c1noc(CC)n1 | -0.1 | 2.2 | 0.2 | 0.2 | 5 | 3 | -2 | 0 | 1.7 | -0.7 | -1.1
Cc1cccc(Cn2cc(SCC(=O)Nc3nccs3)c3ccccc32)c1 | -1.1 | 0.6 | 0.2 | 0.6 | 10 | -4 | 1 | -60 | -1.7 | -1.2 | 1.5
C=C(CCO)C1=CCN(S(=O)C(C)(C)C)[C@@H]1CCO (stereo partly specified) | -0.7 | 0.7 | 0.1 | 1.5 | 5 | 4 | -4 | 1 | -1.5 | -0.1 | -0.1
COC(=O)c1cccc(NC(=O)c2cccc(N3C(=O)CCC3=O)c2)c1 | -0.6 | -0.3 | -0.4 | 0.4 | 4 | -1 | -1 | 1 | 0.2 | 0.6 | 0.1
O=C(c1ccc2c3c(cccc13)CC2)N1CCN(c2ncccn2)CC1 | -1.7 | 0.8 | 0.2 | -0.5 | -10 | 1 | -2 | -1 | -0.1 | 3.1 | -1.7
COc1cc(CNC(=O)c2ccc3c(c2)S(=O)(=O)c2ccccc2C3=O)cc(OC)c1 | -1.2 | -0.1 | 0.1 | 1.0 | -2 | 0 | 0 | 3 | -4.0 | -0.8 | 0.4
O=c1c2[nH]cnc2n(-c2cccc(Br)c2)c(=O)n1Cc1ccccc1 | -1.0 | 7.4 | 0.3 | -0.1 | -15 | 6 | 2 | 4 | -0.6 | -2.7 | -0.6
Cn1c(=O)c2c(ncn2CC(=O)OCC(=O)NC2CCCc3ccccc32)n(C)c1=O (stereo unspecified) | -0.7 | 1.1 | 0.5 | 0.1 | 4 | -1 | -2 | 3 | -0.6 | -0.7 | 2.3
COc1ccc(NC(=O)COC(=O)c2cc(Cl)ccc2O)cc1S(=O)(=O)N1CCCCC1 | -0.9 | -0.2 | 0.2 | -0.5 | -6 | 5 | -1 | 1 | 0.8 | 0.9 | 0.6
O=C(CSc1nncn1-c1cccnc1)Nc1ccccc1C(F)(F)F | -0.7 | -0.3 | -0.8 | 0.6 | -1 | -5 | -2 | 2 | 0.4 | -0.3 | -0.3
Cc1ccc(Nc2ccc(C(=O)O)cc2[N+](=O)[O-])cc1 | -0.7 | -0.1 | 0.0 | 0.3 | 12 | -6 | 0 | 3 | -0.2 | 1.9 | -0.7

Part of the list above in a different format:
smiles	ssDAF12 agonist	FXN GAA850 act	proKLK7 act	DAX1 inh-1	HGIII-sPLA2 inh	NPR2 activator	SMARCA2 act	NPR1 activator	hgDAF-12 ag	hcDAF12 agonist	DAX1 inh-2
COc1ccccc1CC(=O)N1CCN(c2cccc(C(F)(F)F)c2)CC1	-1.5	0.7	0.6	-0.4	-1	7	-7	-1	-5.4	-3.1	0.1
CC1(C(=O)NCc2cccc(C(F)(F)F)c2)CCN1Cc1cc2ccccc2o1 (stereo unspecified)	-1.1	1.0	-0.1	0.1	-8	-1	-2	-4	-0.4	-1.0	x
CC(C)OC(=O)CC(=O)CSc1nc(-c2ccc(F)cc2)cc(-c2ccccc2)c1C#N	-1.8	1.6	-5.0	0.3	-2	3	1	4	-0.4	0.1	2.1
